# POLK inh: DNA polymerase kappa (human) inhibition. AID 588579. Potency, µM (top dose mostly 107 µM), inactives show at the highest dose activity, negative = inhibition, hits mostly inhibitors. Q9UBT6. purified Pol kappa, fluorescent DNA synthesis assay, 10 min. 400,000 compounds, 0.53% hits; also: potency is read from the fitted curve at half-maximal effect; % is scaled to controls: 0 for no effect and ±100 for the full control effect
# Target sequence (Q9UBT6 whole entry, looked up): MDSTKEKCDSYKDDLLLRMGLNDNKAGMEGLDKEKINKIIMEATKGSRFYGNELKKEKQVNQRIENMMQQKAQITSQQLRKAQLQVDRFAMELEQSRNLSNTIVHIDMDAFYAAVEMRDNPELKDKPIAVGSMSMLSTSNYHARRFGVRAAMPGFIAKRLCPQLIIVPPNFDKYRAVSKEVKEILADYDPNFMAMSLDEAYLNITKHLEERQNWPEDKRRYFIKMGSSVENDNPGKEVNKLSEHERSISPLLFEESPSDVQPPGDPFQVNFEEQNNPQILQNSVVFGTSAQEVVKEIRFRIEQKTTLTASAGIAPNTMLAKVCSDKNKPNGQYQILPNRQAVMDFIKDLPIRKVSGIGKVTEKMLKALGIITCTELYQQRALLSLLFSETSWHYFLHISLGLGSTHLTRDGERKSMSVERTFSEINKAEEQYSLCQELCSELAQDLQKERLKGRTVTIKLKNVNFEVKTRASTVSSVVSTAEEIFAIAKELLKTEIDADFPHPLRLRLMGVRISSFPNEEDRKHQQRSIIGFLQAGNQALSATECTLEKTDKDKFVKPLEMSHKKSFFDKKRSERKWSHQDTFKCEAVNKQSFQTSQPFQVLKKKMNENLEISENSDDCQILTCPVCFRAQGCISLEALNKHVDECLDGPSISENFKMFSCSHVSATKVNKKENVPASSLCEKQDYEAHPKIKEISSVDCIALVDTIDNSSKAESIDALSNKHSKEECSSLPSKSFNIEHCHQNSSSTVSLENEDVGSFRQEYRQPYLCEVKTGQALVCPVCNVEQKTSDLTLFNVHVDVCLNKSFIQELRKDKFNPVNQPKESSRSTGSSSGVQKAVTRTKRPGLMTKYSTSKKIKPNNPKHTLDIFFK
#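 First, compounds were pin-transferred onto 10 nM Pol kappa. After 15 min at room temperature, substrate was added to 50 nM final. Fluorescence was then measured kinetically at 0 and 10 min.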
# Apoferritin bind: candidate novel general anesthetic via apoferritin binding; P02791; apoferritin/1-aminoanthracene competitive binding, fluorescence; Potency, µM (series often up to 77.5 µM), without a hit: at the top dose activity change, negative = displacement, most hits filed as inhibitors; 350,000 compounds, 0.074% hits; also: potency is read from the fitted curve at half-maximal effect; % is scaled to controls: 0 for no effect and ±100 for the full control effect; nearly all actives have a fitted effect of over 20% in size
#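 Concentration-response curves derived by four-parameter Hill fitting of normalized fluorescence, where compounds displaced 1-AMA from 10 uM horse apoferritin following a brief 10 min room-temperature incubation; propofol titration acted as positive control.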
# RGS4 inh: human RGS4 inhibition; P49798; Transcreener GDP fluorescence polarization, RGS4-accelerated GTP hydrolysis; Potency, µM (titrated, usually from 114 µM), for the others: at the top dose activity change, negative = inhibition, most hits filed as inhibitors; 390,000 compounds, 0.039% hits; AID 504845; also: potency is read from the fitted curve at half-maximal effect; % is scaled to controls: 0 for no effect and ±100 for the full control effect; nearly all actives have a fitted effect of over 75% in size; some results filed as inactive show a strong effect at the top dose
# Target sequence (P49798 whole entry, looked up): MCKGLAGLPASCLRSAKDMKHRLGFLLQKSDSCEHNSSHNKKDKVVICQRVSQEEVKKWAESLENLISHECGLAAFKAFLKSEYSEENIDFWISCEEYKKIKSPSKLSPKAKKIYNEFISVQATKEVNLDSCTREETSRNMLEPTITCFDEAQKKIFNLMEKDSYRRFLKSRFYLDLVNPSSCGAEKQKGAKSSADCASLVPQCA
#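 MLSMR compounds (23 nl, pin-transferred) preincubated 10 min at room temperature with a 500nM (2x) first reagent, then RGS4 at 900nM (2x) plus Transcreener GDP mix added; fluorescence polarization (620/688 nm) read before and after 90 min at 30 °C.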
# POLB inh: blocks human DNA polymerase beta activity; Potency, µM (highest dose often 114 µM), without a hit: at the highest dose activity change, negative = inhibition, hits mostly inhibitors; 340,000 compounds, 1.3% hits; P06746; Pol beta primer extension/strand displacement, fluorescence kinetic; also: potency is read from the fitted curve at half-maximal effect; % is scaled to controls: 0 for no effect and ±100 for the full control effect
#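 Enzyme-only controls used 10 nM Pol beta; buffer lacking enzyme served as negative control. Compound preincubated 15 min, then 50 nM substrate added; 0 and 10 min reads at room temperature.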
# LDHA inh: blocks human lactate dehydrogenase A; purified LDHA, NADH/diaphorase-resazurin fluorescence; active compounds read low; 480,000 compounds, 0.15% hits; activity change, % (values are at about 110 or 230 µM); AID 1347041; in the data active = activity change below about -30%; inconclusive = mostly about -25% to -30%;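 also: plate controls were DMSO wells for no effect and wells without enzyme for full effect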
#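 Enzyme activity of human lactate dehydrogenase 5 (2 nM; 0.06 mM NADH, 0.2 mM pyruvate, 5 min, RT) is measured via a resazurin/diaphorase fluorescence readout of residual NADH.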
# ALOX12 inh: ALOX12 (human) lipoxygenase inhibition; P18054; purified 12hLO, xylenol orange hydroperoxide absorbance; Potency, µM (series often up to 108 µM), without a hit: at the top dose activity change, negative = inhibition, actives largely listed as inhibitors; 580,000 compounds, 1.1% hits; AID 1671190; also: potency is read from the fitted curve at half-maximal effect; % is scaled to controls: 0 for no effect and ±100 for the full control effect
#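 Purified human 12hLO (150 nM final) in 25 mM Hepes, 0.01% Triton X-100, pH 7.0 was preincubated 15 min at room temperature with compound. Then 40 uM arachidonic acid was added, 30 min. Hydroperoxide was read by Fe-XO absorbance ratio 573/405 nm.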
# POLH inh: blocks human DNA polymerase eta activity; Q9Y253; recombinant Pol eta, fluorescent DNA replication assay; Potency, µM (top dose mostly 114 µM), without a hit: top-dose activity change, negative = inhibition, hits mostly inhibitors; 390,000 compounds, 1.2% hits; AID 588591; also: potency is read from the fitted curve at half-maximal effect; % is scaled to controls: 0 for no effect and ±100 for the full control effect
#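 Pol eta (10 nM) was preincubated with compounds for 15 min at room temperature, after which fluorescent replication substrate (50 nM final) was added to start the reaction. Fluorescence was read kinetically at 0 and 10 min.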
# APEX1 inh: blocks human APE1 abasic DNA cleavage; P27695; 350,000 compounds, 0.35% hits; Potency, µM (top dose mostly 65.8 µM), for inactives: at the highest dose activity change, negative = inhibition, actives largely listed as inhibitors; recombinant APE1, TAMRA/BHQ-2 abasic DNA cleavage fluorescence;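 also: potency is read from the fitted curve at half-maximal effect; plate controls were vehicle for no effect and reference inhibitor for full effect; nearly all actives have a fitted effect of over 55% in size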
#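 Endonuclease cleavage of a quenched abasic-site DNA duplex (50 nM) by APE1 (0.75 nM) was tracked by TAMRA dequenching. Compounds were preincubated with enzyme 15 min at room temperature; data normalized to buffer-only and DMSO wells plus NSC13755 control.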
# ERG Ets-DNA blk: blocks human ERG Ets domain binding to DNA; fluorescence polarization, His-ERG Ets domain / labelled DNA; 370,000 compounds, 0.028% hits; Potency, µM (series often up to 76.9 µM), inactives show at the top dose FP activity, negative = inhibition, most hits filed as inhibitors; AID 624246; active = well fitted inhibition curve with a large enough effect in the polarisation, with a control signal flat; inconclusive = small, poorly fitted or top-dose-only effect, or effect the other way, or a change in a side signal; inactive = no such curve, though single readings can be large or run the other way; the % refers to the polarisation;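 also: polarization taken with two DNA probes labelled with fluorescein and Texas red; potency is read from the fitted curve at half-maximal effect; % of control where 0% means no effect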
#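 His-tagged ERG Ets domain (1 uM in the protein solution; 300mM KCl, 50mM Tris-HCl, 1mM EDTA, 1mM DTT, pH 7.5) received compound, then a probe mix of 5 nM fluorescein-DNA and 100nM Texas-615-DNA. Fluorescence polarization was read for both dyes.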
# Active calls of the source: *; ? = inconclusive; . = not tested or not shown; & = joins results of further samples; [ ] = another dose, or the depositor's remark. Unless noted, calls follow the shape of the dose curve; as a rule, active = well fitted curve in the direction sought with a large enough effect; inconclusive = small, poorly fitted or top-dose-only effect, or another doubt; inactive = no such curve, though single readings can be large; an effect the other way counts as inactive or inconclusive. These rows are one share of the data; rates above refer to the full screens.
# Assay codes: A = POLK inh; B = Apoferritin bind; C = RGS4 inh; D = POLB inh; E = LDHA inh; F = ALOX12 inh; G = POLH inh; H = APEX1 inh; I = ERG Ets-DNA blk
CC(OC(=O)c1cc(=O)[nH]c2ccccc12)C(=O)N1C(C)CCCC1C (centres undefined)
  A: -7%	B: .	C: -26%	D: .	E: 22	F: -4%	G: -27%	H: 23%	I: .

N[C@@H](CCCC(=O)O)C(=O)O
  A: 1%[60.1 µM]	B: .	C: 22%[56.9 µM]	D: 3%[57.1 µM]	E: .	F: 0%	G: 2%[57.1 µM]	H: 22%	I: .

Nc1nc(C(=O)N2CCOCC2)nn1S(=O)(=O)c1ccccc1
  A: 8%	B: -11%	C: -12%	D: 29%	E: -6	F: ?	G: -7%	H: -7%	I: -5%

COc1ccc(S(=O)(=O)Nc2cccc(-c3ccc(N4CCCC4)nn3)c2)c(OC)c1
  A: -6%[60.1 µM]	B: -2%	C: ?	D: -17%	E: -1	F: -23%	G: -19%	H: .	I: 2%

COCCn1nnnc1SCC(=O)c1ccccc1
  A: -2%	B: -15%	C: -44%	D: 22%	E: 0	F: 20%	G: 1%	H: -4%	I: 2%

CCc1ccc2cccc3c2c1N=CN3C
  A: -3%	B: .	C: ?	D: .	E: 24	F: ?	G: -10%	H: .	I: 5%[15.4 µM]

CC(c1ccccc1)n1cnc2ccccc21 (centres undefined)
  A: -13%	B: ?	C: 19%	D: -7%	E: -7	F: 0%	G: 3%	H: 3%	I: -15%

Cn1c(=O)oc2cc(S(=O)(=O)N3CCCC(C(=O)NCc4ccc5c(c4)OCO5)C3)ccc21 (centres undefined)
  A: 1%	B: 2%	C: 1%	D: 11%	E: 1	F: -17%	G: 3%	H: 2%	I: 1%

COc1ccc(NC(=O)c2cc3c(=O)n(C)c4ccccc4c3s2)cc1Cl
  A: -4%	B: 2%	C: -2%	D: 1%	E: -5	F: ?	G: -20%	H: .	I: 1%

Cn1nc(-c2ccc(S(N)(=O)=O)s2)cc1C(F)(F)F
  A: -1%	B: 1%	C: ?	D: 10%	E: 4	F: 0%	G: -18%	H: -2%	I: 3%

CN(C)c1ccc(/C=N\NC(=O)c2ccc(Cn3cc(Cl)cn3)cc2)cc1
  A: -16%	B: 4%	C: -11%	D: 30%	E: -10	F: 9%	G: -17%	H: 10%	I: .

CCCn1c(CN2CCN(c3ccc(OC)cc3)CC2)nc2c1c(=O)[nH]c(=O)n2C
  A: 1%	B: -2%	C: 25%	D: 24%	E: 8	F: -9%	G: 1%	H: .	I: 1%

Cc1ccc(NNC(=O)c2cc(C)on2)c(C)c1
  A: -2%	B: 1%	C: 9%	D: 0%	E: 7	F: ?	G: -18%	H: 3%	I: 15%

CCCCOc1ccc(C(=O)Nc2nc3c(s2)CC(C)CC3)cc1 (centres undefined)
  A: 5%	B: 2%	C: 2%	D: 6%	E: -7	F: -17%	G: 0%	H: .	I: -2%

O=C(COC(=O)c1ccc(S(=O)(=O)N2CCCCC2)cc1)Nc1ccccc1
  A: -20%	B: .	C: 0%	D: .	E: -9	F: 356%[activator]	G: 0%	H: 37%	I: 8%

# Continued; the last 6 above are carried over.
# Assay codes: A = POLK inh; B = Apoferritin bind; C = RGS4 inh; D = POLB inh; E = LDHA inh; F = ALOX12 inh; G = POLH inh; H = APEX1 inh; I = ERG Ets-DNA blk
Cn1nc(-c2ccc(S(N)(=O)=O)s2)cc1C(F)(F)F
  A: -1%	B: 1%	C: ?	D: 10%	E: 4	F: 0%	G: -18%	H: -2%	I: 3%

CN(C)c1ccc(/C=N\NC(=O)c2ccc(Cn3cc(Cl)cn3)cc2)cc1
  A: -16%	B: 4%	C: -11%	D: 30%	E: -10	F: 9%	G: -17%	H: 10%	I: .

CCCn1c(CN2CCN(c3ccc(OC)cc3)CC2)nc2c1c(=O)[nH]c(=O)n2C
  A: 1%	B: -2%	C: 25%	D: 24%	E: 8	F: -9%	G: 1%	H: .	I: 1%

Cc1ccc(NNC(=O)c2cc(C)on2)c(C)c1
  A: -2%	B: 1%	C: 9%	D: 0%	E: 7	F: ?	G: -18%	H: 3%	I: 15%

CCCCOc1ccc(C(=O)Nc2nc3c(s2)CC(C)CC3)cc1 (centres undefined)
  A: 5%	B: 2%	C: 2%	D: 6%	E: -7	F: -17%	G: 0%	H: .	I: -2%

O=C(COC(=O)c1ccc(S(=O)(=O)N2CCCCC2)cc1)Nc1ccccc1
  A: -20%	B: .	C: 0%	D: .	E: -9	F: 356%[activator]	G: 0%	H: 37%	I: 8%

Oc1ccc(C=NNC(=S)Nc2cccnc2)nc1
  A: -5%	B: .	C: -42%	D: .	E: 4	F: -8%	G: -23%	H: .	I: 3%

Cc1cccc(C)c1NC(=O)N1C2CCC1CC(O)(c1cccnc1)C2 (centres undefined)
  A: 2%	B: 2%	C: 10%	D: 62%	E: -7	F: 15%	G: -1%	H: 17%	I: -2%

CSc1ccc(CNc2nc3ccccc3n3cnnc23)cc1
  A: -1%	B: 3%	C: 5%	D: 84%	E: -7	F: 2%	G: -15%	H: -4%	I: 5%

O=C(c1cc2cc(F)ccc2[nH]1)N1CCc2ccccc2C1
  A: 7%	B: -16%	C: 2%	D: 1%	E: 1&9	F: ?	G: -1%	H: -9%	I: 13%

O=C1CCC[C@@H]2Cc3[nH]c4c(Cl)ccc(Cl)c4c3[C@@H]3CCN1[C@H]23
  A: -6%	B: -10%	C: 3%	D: 3%	E: -8	F: 2%	G: -5%	H: 26%	I: 5%

COC(=O)C(O)(CC(=O)Nc1ccc(Cl)cc1F)C(F)(F)F (centres undefined)
  A: -1%	B: 4%	C: 3%	D: -4%	E: -5	F: -9%	G: 7%	H: -1%	I: .

CCN(CC(=O)NCc1cccs1)C(=O)c1cccc(S(=O)(=O)N2CCc3ccccc32)c1
  A: 9%	B: -12%	C: -3%	D: 15%	E: 9&-2	F: 16%&-12%	G: -8%	H: 0%	I: 13%

CC(C)Oc1cccc(C(=O)Nc2ccc(CN3CCOCC3)cc2)c1
  A: -8%	B: 3%	C: -4%	D: -1%	E: -2	F: 1%	G: -9%	H: -3%	I: 9%

Cc1cc(-c2onc(C)c2C(=O)O)no1
  A: 0%	B: -6%	C: -17%	D: 19%	E: 3	F: ?	G: -23%	H: 0%	I: -4%

O=C(c1ccc(F)cc1)N1CCC(c2nc3ccccc3o2)CC1
  A: -2%	B: 2%	C: 5%	D: -16%	E: -2	F: -25%	G: -19%	H: .	I: 10%

COc1ccccc1C(=O)Nc1ccccc1N1CCOCC1
  A: 0%	B: -3%	C: -31%	D: 2%	E: -7	F: -4%	G: -23%	H: -2%	I: -7%

CCC(=O)Nc1ccnc(-c2cccnc2)n1
  A: -6%	B: -7%	C: -26%	D: 24%	E: -5	F: 25%	G: -7%	H: 3%	I: -8%

Cc1ccc(/C=N/NC(=O)CC(=O)NCc2cccnc2)cc1
  A: -18%	B: ?	C: 5%	D: 22%	E: -5	F: -14%	G: -8%	H: 1%	I: -6%

O=C(Nc1ccc2c(c1)OCCO2)c1cccnc1
  A: -16%	B: -8%	C: 8%	D: 2%	E: -4	F: -4%	G: 6%	H: -1%	I: 1%

COc1ccc(C2C=C3CNS(=O)(=O)C3CC2OC(=O)c2ccc(Cl)cc2)cc1 (centres undefined)
  A: -5%	B: -13%	C: 15%	D: .	E: .	F: .	G: .	H: 4%	I: .

Cc1cnc(NC(=O)CSc2nnc(COc3c(C)cccc3C)o2)s1
  A: 12%	B: -18%	C: -9%	D: 20%	E: 1	F: 364%[activator]	G: -18%	H: -2%	I: 7%

Cc1cc(C)c(S(=O)(=O)c2ccccc2C)c(SCC(C)C)n1
  A: -11%	B: 98%[activator]	C: -23%	D: ?	E: -1	F: 0%	G: -22%	H: 2%	I: 4%

CCOc1ccc(S(=O)(=O)Nc2ccc3c(c2)c2c(n3S(=O)(=O)c3ccc(OCC)cc3)CCCC2=O)cc1
  A: .	B: 0%	C: .	D: 5%	E: .	F: -2%	G: .	H: -1%	I: .

C=CCOC(=O)C1=C[C@@H](c2ccccc2)C[C@@H](OCc2ccc(CO)cc2)O1
  A: 15%	B: -23%	C: -12%	D: -3%	E: 1	F: ?	G: -14%	H: 4%	I: -10%

Cc1ccc(NC(=O)CN2c3ccccc3S(=O)(=O)c3ccccc32)cc1F
  A: -11%	B: 0%	C: 2%	D: 9%	E: -10	F: 0%	G: -26%	H: .	I: 4%

Cc1ccc(C2CC(=O)Nc3c2c(C)nn3-c2nc(C)cc(C)n2)c(C)c1 (centres undefined)
  A: 7%	B: 3%	C: -21%	D: 1%	E: -1	F: -3%	G: -17%	H: .	I: 4%

CC1CCN(c2ccccc2NC(=S)NC(=O)c2ccco2)CC1
  A: -10%	B: .	C: -36%	D: .	E: -5	F: ?	G: -11%	H: .	I: 13%

COc1cccc(CN(CC(=O)NC2CCCC2)C(=O)c2csnn2)c1
  A: -18%	B: 0%	C: -18%	D: 20%	E: -3	F: 15%	G: -16%	H: 21%[12.4 µM]	I: -11%

CCN(CC)CCNC(=O)c1ccc(NC(=O)C2CC(=O)N(CCc3ccc(OC)c(OC)c3)C2)cc1 (centres undefined)
  A: 11%	B: .	C: -5%	D: .	E: -2	F: -11%	G: -8%	H: 12%	I: 9%

Cc1ccc(OC(=O)CSc2nnc(-c3ccc4c(c3)OCO4)o2)c(C)c1
  A: 2%	B: -4%	C: 28%	D: 1%	E: -12	F: -24%	G: -8%	H: .	I: 6%
